TRPC4 act: TRPC4 (mouse) channel activation. HEK293 TRPC4beta/mu-opioid, Fluo4 calcium fluorescence; hits give high values. B-score at 10 µM. 0.49% of 310,000 active;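 active = B-score above 5 SD of library B-scores, and initial fluorescence ratio not above library mean plus 5 SD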;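 also: positive B-score marks a calcium rise read as TRPC4 activation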
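Incubation: 45 min room-temperature Fluo4 loading, 110 s read / System: HEK293 cells stably co-expressing mouse TRPC4beta and mu-opioid receptor / Signal: Fluo4 fluorescence, kinetic / Control set: buffer (low) and maximal DAMGO (high) / Measure: integrated baseline-normalised fluorescence ratio, converted to per-well B score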
Dyrk1A ADPGlo: inhibitors of rat Dyrk1A kinase; Q63470; ADP-Glo luminescence, NFATc1 peptide; inhibition, % at 12.5 µM; 0.43% of 310,000 active; in the data active = inhibition above about 50%;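 also: plate controls were vehicle with enzyme for no effect and no enzyme for full effect; many of its hits are not listed in these tables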
hERG protect: compounds protecting human hERG from proarrhythmic drug block; activation (rescue from dofetilide block), less the hit threshold, % at 10 µM; CHO-hERG, FluxOR thallium flux, dofetilide IC70 present; Q12809; 0.51% of 310,000 active;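 active = activation above the mean of controls blocked by dofetilide plus 5 SD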;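 also: thallium influx through hERG after potassium depolarization seen as dye fluorescence rise; in these data hits start at about 4.7%; inactives centre near -7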
ANO1 block: mouse TMEM16A channel inhibition, primary screen; 1.2% of 310,000 active; normalized B-score (activity score, 25-100; higher = stronger inhibition) at 10 µM; HEK293 TMEM16A/YFP iodide influx fluorescence, ionomycin; Q8BHY3;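 active = ratio plate-corrected score three or more library SD toward inhibition, starting fluorescence score within five deviations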;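 also: score derived from kinetic fluorescence span divided by baseline fluorescence per well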
KCNQ1 block: human KCNQ1 channel inhibition. 1.3% of 310,000 active. B-score at 10 µM. P51787. CHO-K1 KCNQ1, FluxOR thallium flux fluorescence; hits give high values;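 active = compounds whose thallium flux B-score, printed positive for inhibition, exceeds three library SD while starting fluorescence stays within three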;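 also: channel opened by potassium depolarization with thallium stimulus after 20 min compound exposure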
Target sequence (P51787 whole entry, looked up): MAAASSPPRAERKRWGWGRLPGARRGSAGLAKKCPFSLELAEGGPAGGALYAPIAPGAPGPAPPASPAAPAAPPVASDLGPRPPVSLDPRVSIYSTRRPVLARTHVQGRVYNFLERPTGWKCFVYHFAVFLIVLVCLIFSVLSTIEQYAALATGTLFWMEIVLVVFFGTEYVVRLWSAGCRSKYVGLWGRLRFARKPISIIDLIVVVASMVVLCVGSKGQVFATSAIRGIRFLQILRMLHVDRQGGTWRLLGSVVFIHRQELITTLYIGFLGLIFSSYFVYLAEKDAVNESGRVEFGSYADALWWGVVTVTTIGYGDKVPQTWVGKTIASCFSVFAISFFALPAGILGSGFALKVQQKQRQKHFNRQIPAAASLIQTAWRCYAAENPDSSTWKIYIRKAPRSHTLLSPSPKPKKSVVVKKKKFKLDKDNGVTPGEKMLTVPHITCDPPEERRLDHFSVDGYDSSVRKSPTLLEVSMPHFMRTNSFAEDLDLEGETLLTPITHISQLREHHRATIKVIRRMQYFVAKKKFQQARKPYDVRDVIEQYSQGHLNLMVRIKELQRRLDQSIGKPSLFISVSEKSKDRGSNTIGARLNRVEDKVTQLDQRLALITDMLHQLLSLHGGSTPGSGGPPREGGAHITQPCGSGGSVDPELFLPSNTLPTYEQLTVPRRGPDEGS
HDAC3 inhib: blocks human histone deacetylase 3. recombinant HDAC3, fluorogenic peptide/trypsin coupled, fluorescence. inhibition, % at 8.3 µM. 0.15% of 320,000 active. AID 2718; in the data active = inhibition above about 26%, passing the limit was not always enough
TRPC4 potent: allosteric potentiators of mouse TRPC4 channel; Q9QUQ5; B-score at 10 µM; 0.42% of 310,000 active; HEK293 TRPC4beta/mu-opioid, DAMGO EC20, Fluo-4 Ca2+ flux; hits give high values;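 active = B-score of calcium response area above 5 SD of library B-scores, with initial fluorescence ratio within 5 SD of library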;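 also: B-score of integrated fluorescence ratio over time as area under calcium response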
KCNK3 inh: human KCNK3 channel inhibition, primary screen; O14649; CHO-KCNK3 thallium flux, FluxOR fluorescence; hits give low values; B-score at 10 µM; 0.84% of 340,000 active; AID 602410;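 active = B-score under library mean minus 4 SD, starting fluorescence ratio at most library mean plus 5 SD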;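 also: more negative B-score means stronger inhibition of thallium flux through KCNK3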
KCNK9 block: inhibitors of human KCNK9 two-pore domain potassium channel; Q9NPC2; HEK293 KCNK9, FluxOR thallium flux fluorescence; hits give low values; B-score at 10 µM; 1.2% of 310,000 active;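 active = ratio B-score over 3 SD below the library mean, with starting fluorescence within 5 SD of its mean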;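 also: negative B-score means less thallium flux so channel inhibition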
Target sequence (Q9NPC2 whole entry, looked up, the tested form may be a part): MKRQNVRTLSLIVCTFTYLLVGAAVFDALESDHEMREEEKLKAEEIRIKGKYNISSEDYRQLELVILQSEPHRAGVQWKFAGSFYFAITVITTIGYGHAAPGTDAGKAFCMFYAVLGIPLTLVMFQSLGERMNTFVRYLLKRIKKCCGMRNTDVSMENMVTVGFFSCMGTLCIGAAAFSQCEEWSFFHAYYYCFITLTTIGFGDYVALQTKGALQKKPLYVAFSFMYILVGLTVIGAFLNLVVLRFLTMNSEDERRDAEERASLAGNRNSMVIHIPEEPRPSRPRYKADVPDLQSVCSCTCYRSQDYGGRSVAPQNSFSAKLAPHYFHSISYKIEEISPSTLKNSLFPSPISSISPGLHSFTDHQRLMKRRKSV
TMEM16A act: activates or potentiates the mouse TMEM16A chloride channel; Q8BHY3; HEK293 TMEM16A/YFP-H148Q/I152L, iodide quench fluorescence; hits give low values; B-score at 10 µM; 0.3% of 340,000 active;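 active = fluorescence-ratio B-score plate-corrected deviation score at least 3 library SD below zero, with starting fluorescence score within 5 deviations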;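 also: channel opened by trigger with iodide after compound preincubation; score built on the fluorescence ratio of max minus min over baseline; more negative score means more quench and so TMEM16A activation or potentiation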
KCNQ1 act: potentiates or activates the human KCNQ1 potassium channel | CHO-K1 KCNQ1, thallium flux FluxOR fluorescence; hits give high values | B-score at 10 µM | 0.35% of 310,000 active | P51787;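 active = fluorescence ratio B-score, a plate-corrected score, at least three library SD, with initial intensity B-score within 5 SD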
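Material: CHO-K1 cells stably expressing KCNQ1. Medium: assay buffer for compound exposure, DMSO matched across wells. Reagent: K+/Tl+ depolarizing stimulus. Compound dosing: single-concentration screen. Times: 37 °C overnight plating, 90-min dark dye load, 20-min compound pretreatment. Technique: FluxOR Tl+ flux fluorescence.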
Starred values were filed as active, the others as inactive; i = inactive; x = no result given. This is a subset; the hit share may differ from the screen's.

Structure	TRPC4 act	Dyrk1A ADPGlo	hERG protect	ANO1 block	KCNQ1 block	HDAC3 inhib	TRPC4 potent	KCNK3 inh	KCNK9 block	TMEM16A act	KCNQ1 act
O=C(Nc1ccccc1OC(F)F)c1ccc(-n2cncn2)c([N+](=O)[O-])c1	i	9	-15	i	i	2	i	i	i	i	i
COc1cc(NC(=O)c2cc3sccc3n2C)cc(OC)c1	i	0	-18	i	i	11	i	i	i	i	i
N#Cc1c(NC(=O)c2ccccc2)sc2c1CCC2	i	0	-6	i	i	1	i	i	i	i	i
CCC(C)[C@H](N)c1nnc(SCc2cccc(F)c2)o1 (stereo not given in full)	i	4	-6	i	i	2	i	i	i	i	i
O=C(CN1CCN(S(=O)(=O)c2ccc(Br)cc2)CC1)Nc1ccc(F)cc1	i	9	-5	i	i	2	i	i	i	i	i
O=C(NCC(c1ccco1)N1CCc2ccccc21)C(=O)Nc1ccccc1F (stereo not given)	i	0	-8	i	i	12	i	i	i	i	i
COc1cc(C)ccc1OCc1cc(C(=O)N2CCCCCC2)no1	i	x	-14	x	i	x	i	i	i	i	i
Cc1cc(C)c2nc(-c3ccccn3)cc(C(=O)Nn3cnnc3)c2c1	i	0	-1	i	i	-2	i	i	i	i	i
COc1cc(C(=O)ONC(=O)c2ccc(OC(F)F)cc2)cc(OC)c1OC	i	-7	-1	i	i	18	i	i	i	i	i
COc1ccc(-c2cc(C#N)nc(NN)n2)cc1	i	-1	-6	i	i	6	i	i	i	i	i
CC(C)Oc1ccc(C(=O)OC(C)C(=O)Nc2nc(-c3cccc([N+](=O)[O-])c3)cs2)cc1 (stereo not given)	i	5	-9	i	i	-1	i	i	i	i	i
Cc1ccc2c(CC(=O)OC(C)C(=O)NCc3ccc4c(c3)OCO4)coc2c1 (stereo not given)	i	4	-13	i	i	6	i	i	i	i	i
O=C(Nc1nnc(S(=O)(=O)N2CCCCCC2)s1)c1ccc(Cl)cc1	i	0	-5	i	i	7	i	i	i	i	i
Cc1cc(Nc2ccccc2N2CCOCC2)n2ncnc2n1	i	0	-16	i	i	-5	i	i	i	i	i
Cc1cc(C(C)(C)C)oc1C(=O)N1CCN(C(=O)c2oc(C(C)(C)C)cc2C)CC1	i	-3	-4	x	i	x	i	i	i	i	i

Structure	TRPC4 act	Dyrk1A ADPGlo	hERG protect	ANO1 block	KCNQ1 block	HDAC3 inhib	TRPC4 potent	KCNK3 inh	KCNK9 block	TMEM16A act	KCNQ1 act
COc1ccc(C2c3[nH]c4ccccc4c3CCN2C(=O)c2ccc(=O)n(C)n2)c(F)c1 (stereo not given)	i	-2	-9	i	i	1	i	i	i	i	i
O=C(CCCSc1nc2ccccc2[nH]1)Nc1nnc(C2CC2)s1	i	-2	-7	i	i	4	i	i	i	i	i
O=[N+]([O-])c1ccc(CN2CCN(Cc3c[nH]c4ccccc34)CC2)cc1	i	-3	-14	i	i	-1	i	i	i	i	i
N=c1n(CCCOc2ccccc2Cl)c2ccccc2n1CC(N)=O	i	14	-5	i	i	-2	i	i	i	i	i
CCOC(=O)C(=O)NC(C)c1ccccc1 (stereo not given)	i	-1	-12	i	i	-2	i	i	i	i	i
CN1CCN(c2nc3c(c(=O)[nH]c(=O)n3C)n2CCCSc2ncccn2)CC1	i	6	-11	i	i	3	i	i	i	i	i
O=C(NCCN1CCCC1)c1ccc2c(c1)N(Cc1ccccc1)C(=O)c1ccccc1S2(=O)=O	i	-2	-11	i	i	x	i	i	i	i	i
CCOC(=O)N1CCC(NC(=O)c2oc3c(C)c(C)ccc3c2C)CC1	i	-6	-11	i	i	-1	i	i	i	i	i
COc1ccc(N2CCN(C(=O)COC(=O)Cc3ccc(F)cc3)CC2)cc1	i	15	-16	i	i	0	i	i	i	i	i
COc1ccc(S(=O)(=O)n2ccnc2C)c(C)c1C	i	-1	-9	i	i	-5	i	i	i	i	i
COC(=O)/C=C1\NCCNC1=O	i	3	-4	i	i	8	i	i	i	i	i
CCCCCN(C(=O)CCC(=O)OCC(=O)N(C)Cc1ccccc1C)c1c(N)n(CCCC)c(=O)[nH]c1=O	i	-1	-12	i	i	7	i	i	i	i	i
O=C(Cc1ccc(F)cc1)NCCS(=O)(=O)N1CCN(c2ccccc2)CC1	i	1	-14	i	i	-4	i	i	i	i	i
Cc1ccc(S(=O)(=O)N2CCC(C(=O)Nc3ccccc3N3CCCC3)CC2)c(C)c1	i	3	-14	i	i	1	i	i	i	i	i
CC(C)C(c1nnnn1Cc1ccccc1)N1CCC(C(N)=O)CC1 (stereo not given)	i	1	-13	i	i	1	i	i	i	i	i

Structure	TRPC4 act	Dyrk1A ADPGlo	hERG protect	ANO1 block	KCNQ1 block	HDAC3 inhib	TRPC4 potent	KCNK3 inh	KCNK9 block	TMEM16A act	KCNQ1 act
CN(C)CCSc1nc(N)c2c3c(sc2n1)COC(C)(C)C3	i	1	-12	i	i	-3	i	i	i	i	i
CC(C)(C)OC(=O)NCc1ccc(NC(=O)c2nc[nH]c2C(=O)N[C@@H](Cc2ccccc2)C(=O)OC(C)(C)C)cc1	i	-8	-9	i	i	10	i	i	i	i	i
O=S(=O)(c1ccccc1)N1CCN(C2CCCCCCC2)CC1	i	-3	2	i	i	-4	i	i	i	i	i
CC1=NN(c2ccccc2)C(=O)/C1=C/c1c(C)[nH]n(-c2ccc(C)cc2)c1=O	i	x	-10	i	i	x	i	x	i	x	i
CCOC(=O)N1CCN(C(=O)COc2cc(=O)n(CC)c3ccccc23)CC1	i	4	-13	i	i	7	i	i	i	i	i
CCOCCCNC(=S)N1CCC(NC(=O)C2CCCCC2)CC1	i	-3	-5	i	i	3	i	i	i	i	i
O=C(c1ccco1)N1CCN(Cc2cccnc2)CC1	i	4	-1	i	i	9	i	i	i	i	i
Cc1ccc(S(=O)(=O)N[C@H](C(=O)N2CCC(C(=O)NCC(=O)O)CC2)C(C)C)cc1	i	13	-7	i	i	-13	i	i	i	i	i
COc1ccc(NC(=O)C2CC(=O)OC23CCOC(C)(C)C3)cc1 (stereo not given)	i	2	-7	i	i	1	i	i	i	i	i
COC(=O)CSc1nc(NC(C)C)nc(N(C)C)n1	i	-5	-9	i	i	-1	i	i	i	i	i
COc1ccccc1C1NC(=O)NC(C)=C1C(C)=O (stereo not given)	i	-4	-4	i	i	-5	i	i	i	i	i
O=C(Nc1ccccc1NC(=O)c1ccccc1Cl)c1ccccc1Cl	i	x	-7	i	i	8	i	i	i	i	i
O=C1c2ccccc2C(=O)N1CCN1CCOCC1	i	5	-10	i	i	10	i	i	i	i	i
Cc1ccnc(N2C(=O)c3cccc4c([N+](=O)[O-])ccc(c34)C2=O)c1	i	-5	-13	i	7*	1	i	i	i	i	i
CCCCNC(=O)N1CCN(C/C=C/c2ccccc2)CC1	i	7	-4	i	i	-6	i	i	i	i	i

Only KCNQ1 block (2 entries from above):
SMILES	KCNQ1 block
O=C(c1ccco1)N1CCN(Cc2cccnc2)CC1	i
O=C1c2ccccc2C(=O)N1CCN1CCOCC1	i

Additional entries:
Structure	TRPC4 act	Dyrk1A ADPGlo	hERG protect	ANO1 block	KCNQ1 block	HDAC3 inhib	TRPC4 potent	KCNK3 inh	KCNK9 block	TMEM16A act	KCNQ1 act
Cc1ccc(NC(=O)COc2cccc(C)c2C)cc1S(=O)(=O)N1CCCCCC1	i	3	-14	i	6*	11	i	i	i	i	i
CC(=O)NC1=NN(C(C)=O)C(C)(CCS(=O)(=O)c2ccc(Cl)c(Cl)c2)S1 (stereo not given)	i	-10	-5	i	i	-5	i	i	i	i	i
N#Cc1c(SCC(=O)Nc2cccc(C(F)(F)F)c2)sc2c(O)cc(=O)[nH]c12	i	2	-8	i	i	2	i	i	i	i	i
O=C(NCc1ccc(Cl)s1)C1CCC(=O)N(CCc2ccccn2)C1 (stereo not given)	i	-5	-8	i	i	-1	i	i	i	i	i
O=C(COC(=O)c1cc(Cl)ccc1Cl)NC1CCCC1	i	-5	-13	i	i	0	i	i	i	i	i
Cc1ccc(NC(=O)C2CCN(S(=O)(=O)c3ccc(F)cc3)CC2)cc1	i	3	-6	i	i	-4	i	i	i	i	i
S=c1[nH]nc(-c2ccccc2)n1/N=C/c1ccc(Cl)cc1	i	-1	-3	i	i	24	i	i	i	i	i
O=C(NCC(c1cccs1)N1CCOCC1)c1ccccc1NS(=O)(=O)c1ccc(Br)cc1 (stereo not given)	i	-2	-5	i	i	x	i	i	i	i	i
CCc1cc(=O)oc2cc(C)cc(OCC(=O)N3CCC[C@@H]3C(=O)O)c12	i	2	-7	i	i	-68	i	i	i	i	i
Cc1cccc(Cn2cnc3c(nnn3Cc3ccccc3F)c2=O)c1	i	-3	-11	i	i	10	i	i	i	i	i
Cn1nc(-c2ccccc2)c(/C=N/O)c1Cl	i	20	0	i	i	2	i	i	i	i	i
O=C(Nc1ccccc1C(=O)N1CCCCC1)C1CCCCC1	i	-1	-9	i	i	1	i	i	i	i	i
CCOC(=O)N1CCC(N2CCN(S(=O)(=O)CC)CC2)CC1	i	x	-1	i	i	7	i	i	i	x	i
O=C(c1ccc(Br)cc1)C1CCc2occc2C1=O (stereo not given)	i	5	-7	i	i	5	i	i	i	i	i
COc1cc2c(cc1[N+](=O)[O-])n(C(C)C)c(=O)n2C(C)C	i	-1	-9	i	i	2	i	i	i	i	i

Structure	TRPC4 act	Dyrk1A ADPGlo	hERG protect	ANO1 block	KCNQ1 block	HDAC3 inhib	TRPC4 potent	KCNK3 inh	KCNK9 block	TMEM16A act	KCNQ1 act
O=S(=O)(Nc1ncn[nH]1)c1ccc(Cl)cc1	i	x	-10	i	i	-3	i	i	i	i	i
COc1ccc2c(c1)C(c1cccs1)=NNC(c1cccnc1)=N2	i	3	-8	i	i	1	i	i	-13*	i	i
O=C(Cc1ccc(NS(=O)(=O)c2ccc(F)cc2)cc1)NCc1ccccc1	i	0	1	i	i	x	i	i	i	i	i
O=C(NC1=NCCS1)c1ccc(Cl)c(S(=O)(=O)N2CCCCC2)c1	i	6	-10	i	i	1	i	i	i	i	i

High-throughput results as filed in PubChem.
